# Assay outcomes (PubChem BioAssay)
# RXFP1 agonist: RXFP1 (human) receptor agonism. Q9HBX9. HEK293T-RXFP1 cAMP TR-FRET, 30 min; response scale: percent of porcine relaxin response, buffer zero. Potency, µM (highest dose often 57.5 µM), inactives show at the highest dose activation, most hits filed as activators. 370,000 compounds, 0.3% hits. AID 2676; note: potency is the fitted concentration of half-maximal effect; % is set by controls: 0 for no effect and ±100 for the full control effect; nearly all actives have a fitted effect of over 60% in size; many of its hits are not listed in these tables
#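 HEK293 cells stably expressing RXFP1, treated 30 min at 37C with compounds plus PDE4 inhibitor Ro 20174; cAMP measured by HTRF TR-FRET. Normalized to buffer and 29 nM porcine relaxin; EC50 by Hill fit.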
# D1 agonist: agonists of human D1 dopamine receptor; 360,000 compounds, 1% hits; HEK293 T-REx D1 cells, calcium flux, agonist mode; activation, % at 2 µM; P21728; in the data active = activation above about 30%; note: 0% is about no effect
#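 Inducible HEK293 T-REx D1 cells, force-coupled to calcium signalling, were plated at 4000 cells/well with tetracycline and held overnight at 30 C. After no-wash calcium dye loading, compound-evoked calcium rise over 180 s flagged agonists.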
# D1 antag: human D1 dopamine receptor antagonism. P21728. 360,000 compounds, 3.2% hits. HEK293 TREx D1 cells, calcium flux, dopamine EC80; hits give low values. activity change, negative = inhibition, % at 10 µM; in the data active = activity change below about -30%; note: % is set by controls: 0 for no effect and ±100 for the full control effect
#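 Compound effects on dopamine-evoked calcium signalling were measured in tetracycline-induced HEK293 Trex D1 cells. Dopamine at EC80 followed a 180 s compound pre-read, and fluorescence was tracked kinetically for 180 s more.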
# D2 potentiator: positive allosteric modulators of human D2 dopamine receptor | HEK293 T-REx D2, calcium flux, EC20 dopamine potentiation | potentiation, % at 10 µM | 340,000 compounds, 0.34% hits;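 active = potentiation over 3 SD above the plate norm, cut at about 30% in these data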; note: 0% is about no effect
# Target sequence (P14416 whole entry, looked up): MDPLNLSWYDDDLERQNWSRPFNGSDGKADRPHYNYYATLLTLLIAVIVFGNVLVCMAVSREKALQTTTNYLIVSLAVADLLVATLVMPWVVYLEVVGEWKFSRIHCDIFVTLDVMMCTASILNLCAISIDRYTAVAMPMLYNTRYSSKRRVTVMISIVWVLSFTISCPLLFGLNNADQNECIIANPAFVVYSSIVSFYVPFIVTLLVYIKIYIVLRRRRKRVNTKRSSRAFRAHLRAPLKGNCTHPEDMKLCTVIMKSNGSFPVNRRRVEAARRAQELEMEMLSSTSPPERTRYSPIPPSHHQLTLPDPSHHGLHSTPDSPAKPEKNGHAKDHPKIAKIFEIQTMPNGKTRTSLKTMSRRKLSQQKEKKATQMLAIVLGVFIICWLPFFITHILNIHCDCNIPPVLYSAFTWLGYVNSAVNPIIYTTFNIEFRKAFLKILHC
#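 Primary screen. Calcium kinetics in induced HEK293 T-REx D2 cells: compound pre-addition 180 s, EC20 dopamine, 180 s more.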
# Vif-A3F inh: blocks the Vif interaction with APOBEC3F. HeLa A3F-eYFP + Vif (tagged APOBEC3F with the HIV-1 protein that degrades it), YFP fluorescence increase. Potency, µM (highest dose often 46.1 µM), for inactives: at the highest dose activity, negative = active. 390,000 compounds, 0.2% hits. AID 602313; note: potency is the fitted concentration of half-maximal effect; % of control where 0% means no effect; nearly all actives have a fitted effect of over 65% in size
#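 HeLa cells stably expressing A3F-eYFP plus Vif, plated and incubated overnight at 37 deg C, then exposed to compounds overnight at 37 deg C. Blocked degradation read as raised yellow fluorescence (Ex 488/Em 500-530).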
# LDHA inh: inhibitors of human lactate dehydrogenase A | AID 1347041 | P00338 | 480,000 compounds, 0.15% hits | activity change, % (values are at about 110 or 230 µM) | purified LDHA, NADH/diaphorase-resazurin fluorescence; hits give low values; in the data active = activity change below about -30%; inconclusive = mostly about -25% to -30%;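 note: plate controls were DMSO wells for no effect and wells without enzyme for full effect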
#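 Resorufin fluorescence (ex540/em590), read at 0 and 20 min after diaphorase/resazurin addition, reports the NADH left after a 5 min room-temperature reaction of 2 nM human LDH5 with 0.06 mM NADH and 0.2 mM pyruvate.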
# Vif-APOBEC3G blk: inhibitors of Vif-APOBEC3G interaction | 410,000 compounds, 0.076% hits | Q9HC16 | HeLa A3G-eYFP + Vif (tagged APOBEC3G with the HIV-1 protein that degrades it), YFP fluorescence, overnight | Potency, µM (doses to about 46.1 µM), inactives show at the top dose activity, negative = active, hits mostly inhibitors;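 note: potency is the fitted concentration of half-maximal effect; % is set by controls: 0 for no effect and ±100 for the full control effect; nearly all actives have a fitted effect of over 60% in size; hits raise eYFP signal because A3G escapes Vif-driven loss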
# Target sequence (Q9HC16 whole entry, looked up): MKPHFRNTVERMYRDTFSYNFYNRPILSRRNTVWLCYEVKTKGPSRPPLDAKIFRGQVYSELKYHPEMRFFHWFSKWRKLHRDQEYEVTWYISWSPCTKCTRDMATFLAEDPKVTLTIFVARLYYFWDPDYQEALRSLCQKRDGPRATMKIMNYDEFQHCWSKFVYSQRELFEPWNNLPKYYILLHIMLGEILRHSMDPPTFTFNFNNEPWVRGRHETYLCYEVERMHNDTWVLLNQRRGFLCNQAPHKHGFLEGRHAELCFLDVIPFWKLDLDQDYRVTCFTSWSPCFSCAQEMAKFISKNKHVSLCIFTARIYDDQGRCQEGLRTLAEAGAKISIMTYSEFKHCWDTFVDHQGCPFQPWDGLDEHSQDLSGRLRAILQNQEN
#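 Read-out is eYFP fluorescence (Ex 488/Em 500-530) from Vif-expressing HeLa A3G-eYFP cells; more signal means A3G escaped Vif-mediated degradation. Cells plated overnight, compound pinned in, incubated overnight at 37 deg C.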
# GRP78 ERSR act: ER stress response induction in glioma; U87-MG GRP78 promoter luciferase reporter, 16 h; Potency, µM, for the others: top-dose activation, usual class: activators; 420,000 compounds, 0.02% hits; note: potency is the fitted concentration of half-maximal effect; series mostly up to about 76 µM; % of control where 0% means no effect; nearly all actives have a fitted effect of over 35% in size
#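 Stably transfected U87-MG human glioma cells carrying a GRP78-based luminescent sensor were seeded at 1000 cells/well, pin-dosed with compounds and incubated 16 h. Luciferase reagent was then added, and end-point luminescence was read after 10 min at room temperature.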
# D1 potentiator: potentiators of human D1 dopamine receptor. P21728. HEK293 TREx D1 cells, calcium flux, dopamine EC20 potentiation. potentiation, % at 10 µM. 360,000 compounds, 0.036% hits. AID 504651; in the data active = potentiation above about 30%; note: 0% is about no effect
# Active calls of the source: *; ? = inconclusive; / = no result given; & = joins results of further samples. Unless noted, calls come from the whole dose curve; as a rule, active = well fitted curve in the direction sought with a large enough effect; inconclusive = small, poorly fitted or top-dose-only effect, or another doubt; inactive = no such curve, though single readings can be large; an effect the other way counts as inactive or inconclusive.
[1] Cc1ccc(S(=O)(=O)/C(C#N)=C/c2c(N3CC(C)OC(C)C3)nc3c(C)cccn3c2=O)cc1 (centres undefined)
[2] CC(CCN1C(Nc2ccccc2)=NC[C@@H]1C)c1ccccc1 (some centres undefined)
[3] NC(=S)N/N=C/c1ccccc1OCc1cccc(Cl)c1
[4] CCN(CC)CCCNC(=O)COc1ccc2oc3c(c2c1)CCCC3
[5] C=CCOc1ccc(/C=C2\SC(=S)N(C(C(=O)O)c3ccccc3)C2=O)cc1 (centres undefined)
[6] Cc1ccc(NC(=O)C(=O)NCC(c2cccnc2)N2CCN(Cc3ccccc3)CC2)cc1 (centres undefined)
screen / no.	1	2	3	4	5	6
RXFP1 agonist	1.7%	0.5%	-0.6%	3.2%	2.3%	-0.2%
D1 agonist	19	2	1	4	1	2
D1 antag	/	-16	-23	-9	-7	5
D2 potentiator	-2	-17	-6	-1	-4	-12
Vif-A3F inh	-2%	1%	8%	-9%	11%	-7%
LDHA inh	0	-6	-6	-1	0	-1
Vif-APOBEC3G blk	-1%	4%	2%	-2%	1%	0%
GRP78 ERSR act	-4%	-6%	-3%	-4%	-5%	-2%
D1 potentiator	0	-8	-6	6	-4	1

[7] COc1c(F)c(F)c(-c2csc(N)n2)c(F)c1F
[8] Cc1ccccc1NC(=O)CCCNC(=O)c1ccc(Cl)cc1
[9] CS(=O)(=O)N(CC(=O)N1CCCC1)c1cc(Cl)ccc1Cl
[10] CCOC(=O)CN(C(=O)CNC(=O)c1ccco1)C(C(=O)NC1CCCCC1)c1cccnc1 (centres undefined)
[11] CCCCN(C)C(=O)C(Cc1ccccc1)NS(=O)(=O)c1ccc2c(c1)c(=O)n(C)c(=O)n2C (centres undefined)
[12] CC1=C(C(=O)N(C)C)CC(CC(=O)NCCc2ccccn2)C(=O)N1Cc1ccc(C(C)(C)C)cc1 (centres undefined)
screen / no.	7	8	9	10	11	12
RXFP1 agonist	/	-1.7%	-1.4%	3.6%	-5.4%&5.0%	/
D1 agonist	/	8	0	-2	1&1	/
D1 antag	/	-4	-2	7	-8&-14	/
D2 potentiator	/	0	/	2	-2&18	/
Vif-A3F inh	0%	-4%	-6%	-6%	-1%&0%	-2%
LDHA inh	-4	-7	-5	-4	1&-1	0
Vif-APOBEC3G blk	-2%	0%	1%	4%	4%&0%	2%
GRP78 ERSR act	3%	-1%	-4%	-2%	-1%&-2%	4%
D1 potentiator	/	4	-3	10	-4	/

[13] COc1ccc(CC(=O)NNc2ncnc3c2cnn3-c2ccc(C)cc2)cc1OC
[14] COc1ccccc1C(CNC(=O)CNC(=O)c1ccc(Cl)c(Cl)c1)N1CCCC1 (centres undefined)
[15] Cc1cc2nc(-c3ccc(NC(=O)C(C)C)cc3)oc2cc1C
[16] CCOCCCn1c(=O)c2ccccc2n2c(=S)[nH]nc12
[17] CCCn1c(SCC(=O)N2CCN(c3ccccc3)CC2)nc2ccccc2c1=O
[18] COc1ccc(C(=O)NCC(c2ccco2)S(=O)(=O)c2ccc(F)cc2)cc1 (centres undefined)
screen / no.	13	14	15	16	17	18
RXFP1 agonist	-1.0%	0.2%	2.5%	-1.6%	2.1%	1.2%
D1 agonist	-1	9	1	2	1	4
D1 antag	0	-38*	-33*	-15	0	/
D2 potentiator	12	/	1	-5	8	-1
Vif-A3F inh	1%	0%	6%	-6%	5%	-3%
LDHA inh	0	-5	-5&2	0	-9	-4
Vif-APOBEC3G blk	0%	1%	3%	3%	0%	5%
GRP78 ERSR act	0%	-4%	1%	-3%	-4%	0%
D1 potentiator	-5	/	-2	2	-2	-3

# One compound at a time, as listed above. Order of values: RXFP1 agonist | D1 agonist | D1 antag | D2 potentiator | Vif-A3F inh | LDHA inh | Vif-APOBEC3G blk | GRP78 ERSR act | D1 potentiator
# NC(=S)N/N=C/c1ccccc1OCc1cccc(Cl)c1 as listed: -0.6% | 1 | -23 | -6 | 8% | -6 | 2% | -3% | -6
# CCOC(=O)CN(C(=O)CNC(=O)c1ccco1)C(C(=O)NC1CCCCC1)c1cccnc1 (centres undefined) as listed: 3.6% | -2 | 7 | 2 | -6% | -4 | 4% | -2% | 10
# CCOCCCn1c(=O)c2ccccc2n2c(=S)[nH]nc12 as listed: -1.6% | 2 | -15 | -5 | -6% | 0 | 3% | -3% | 2
# Cc1ccc(S(=O)(=O)/C(C#N)=C/c2c(N3CC(C)OC(C)C3)nc3c(C)cccn3c2=O)cc1 (centres undefined) as listed: 1.7% | 19 | / | -2 | -2% | 0 | -1% | -4% | 0

# Next section.
[19] CCC1S/C(=C(\C#N)C(=O)NCc2ccco2)N(c2ccc(F)cc2)C1=O (centres undefined)
[20] C=CCn1c(CSCc2ccc(F)cc2)n[nH]c1=S
[21] CCc1ccc(CNC(=O)C2CCN(S(=O)(=O)N3CCCC3)CC2)cc1
[22] CCN(CC(=O)Nc1ccccc1C(F)(F)F)C(=O)c1ccc(=O)n(Cc2ccccc2)n1
[23] CCn1cnc2c(=O)oc3ccc(S(=O)(=O)N4CCN(c5cc(C)ccc5C)CC4)cc3c21
[24] Cc1ccc(Cl)cc1NC(=O)c1cnn2c(C(F)F)cc(-c3ccccc3)nc12
screen / no.	19	20	21	22	23	24
RXFP1 agonist	0.2%	0.0%	-0.8%	-0.8%	-0.3%	2.0%
D1 agonist	2	5	1	4	3	6
D1 antag	-16	-4	2	-20	-25	-8
D2 potentiator	14	7	1	-11	0	0
Vif-A3F inh	-1%	-24%	-6%	-15%	0%	0%
LDHA inh	2	-15	-16	-4	-6	-7
Vif-APOBEC3G blk	0%	3%	1%	-6%	1%	-5%
GRP78 ERSR act	-5%	-3%	-5%	-4%	0%	-1%
D1 potentiator	-3	2	1	2	-3	1

[25] Cn1c(=O)c(-c2cc(Br)ccc2N)nc2ccccc21
[26] Cc1ccc(OCC(=O)Nc2cc(S(=O)(=O)N3CCOCC3)ccc2Cl)c([N+](=O)[O-])n1
[27] CC(NS(=O)(=O)c1ccccc1)C(c1cccs1)N1CCN(C)CC1 (centres undefined)
[28] CCCCCCN1CC(O)=C(c2ccccc2)C1=N
[29] COC(=O)N/N=C\c1cc2c(cc1Br)OCO2
[30] COc1cccc(NC(=O)NCCC2=CCCCC2)c1
screen / no.	25	26	27	28	29	30
RXFP1 agonist	-1.1%	1.9%	-0.8%	-2.5%	-0.3%	1.8%
D1 agonist	1	2	7	0	-3	3
D1 antag	6	11	3	4	-21	-2
D2 potentiator	-19	-3	3	-4	-11	0
Vif-A3F inh	5%	3%	-2%	3%	13%	-1%
LDHA inh	0	-16	2	-1	1	-5
Vif-APOBEC3G blk	-2%	-1%	3%	-1%	0%	0%
GRP78 ERSR act	?	0%	-4%	-2%	-4%	9%
D1 potentiator	6	-2	-2	-2	-6	22

[31] Cc1ccccc1NS(=O)(=O)c1cc(C(=O)N2CCCC2)ccc1Cl
[32] COc1ccc(CCNC(=O)CSc2ccc(-c3ccccc3)nn2)cc1OC
[33] Nc1nnc(SCC(=O)N2CCN(c3cccc(Cl)c3)CC2)n1-c1ccccc1
[34] Cc1ccc(NC(=O)COC(=O)CN2C(=O)COc3ccccc32)cc1
[35] Cc1ccc(C)c(OC(=O)CSc2nnc(CNC(=O)c3ccccc3)o2)c1
[36] Cc1cc(C)c2nc(N3CCCC(C(=O)NCCN4CCOCC4)C3)sc2c1 (centres undefined)
screen / no.	31	32	33	34	35	36
RXFP1 agonist	2.0%	-0.1%	/	1.6%	13%	0.3%
D1 agonist	0	0	/	0	-2	3
D1 antag	1	21	/	0	4	3
D2 potentiator	0	/	/	-1	3	-2
Vif-A3F inh	-22%	-4%	-4%	3%	-1%	-5%
LDHA inh	3	-13	-12	-3	0	0
Vif-APOBEC3G blk	3%	-4%	1%	1%	1%	-3%
GRP78 ERSR act	-6%	-2%	-2%	-2%	-4%	3%
D1 potentiator	8	1	/	-5	0	-4

[37] COc1ccc(S(=O)(=O)/N=C2/NC(=O)/C(=C\c3cc(OC)c(OC)cc3[N+](=O)[O-])S2)cc1
[38] COc1ccc(C(=O)O)cc1NC(=S)NC(=O)c1ccc(-c2ccc(Cl)cc2)o1
[39] CC(C)(C)c1cc(NC(=O)COC(=O)c2ccccc2O)n(-c2ccccc2)n1
[40] Cc1ccc(NC(=S)NNC(=S)Nc2ccc(C)cc2)cc1
[41] Cc1ccc(-c2cc(=O)c3ccc(F)cc3[nH]2)cc1
[42] COc1ccc(/C=C(/C(=O)NCc2ccccc2)c2ccccc2)cc1
screen / no.	37	38	39	40	41	42
RXFP1 agonist	-0.9%	9.4%	/	/	21%	5.1%
D1 agonist	2	-1	/	/	-3	19
D1 antag	-2	3	/	/	-5	-7
D2 potentiator	-1	-2	/	/	-6	-1
Vif-A3F inh	1%	2%	-1%	-6%	-2%	-8%
LDHA inh	1	-10	2	-13	-16	-7
Vif-APOBEC3G blk	-5%	-1%	0%	?	-19%	-1%
GRP78 ERSR act	-3%	-2%	-1%	-5%	1%	-2%
D1 potentiator	-4	-8	/	/	-2	-11

[43] Cc1ccc(C)c(N2CCN(C(=O)c3cc(S(=O)(=O)N4CCC(C)CC4)cn3C)CC2)c1
[44] O=C(O)CCC(=O)NCc1ccc(F)cc1
[45] CC1CCCC(NC(=O)COC(=O)Cc2c[nH]c3ccccc23)C1C (centres undefined)
[46] CCN(CC)C(=O)c1[nH]cnc1C(=O)Nc1cccc(C)c1
[47] S=C(Nc1ccc(Br)cc1Cl)NC1CCN(Cc2ccccc2)CC1
[48] O=c1[nH][nH]c(C(F)(F)F)c1/C=N/N1CCOCC1
screen / no.	43	44	45	46	47	48
RXFP1 agonist	-2.0%	1.8%	1.5%	0.0%	-0.7%	-0.7%
D1 agonist	3	0	3	-3	31*	2
D1 antag	-11	/	-15	/	-18	-6
D2 potentiator	8	7	1	-10	-18	-2
Vif-A3F inh	0%	0%	-10%	3%	-3%	-4%
LDHA inh	-1	-17	2	-9	-10	-7
Vif-APOBEC3G blk	1%	0%	-2%	4%	-8%	2%
GRP78 ERSR act	-1%	-5%	-3%	-4%	0%	-2%
D1 potentiator	-1	0	5	-2	-9	4

# Some of the compounds tested, so the mix of outcomes need not match the whole.
